Screening results as filed in PubChem BioAssay.
SMARCA2 activ – increases SMARCA2 function in MMTV reporter cells; MG213 cells, MMTV-luciferase reporter, dexamethasone, overnight; activation, % at 9.1 µM; 370,000 tested, 1% active; AID 652017; in the data active = activation above about 7.8%;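 also: 0% = vehicle wells and 100% = reference activator wells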
FXN GAA850 act – activators of GAA850 frataxin (FXN) promoter. 360,000 tested, 0.56% active. AID 540364. activation, % at 6 µM. HEK293 lucGAA850 FXN promoter luciferase reporter, 24 h; percent of 10 µM SAHA response;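 active = activation above the average of all compounds screened plus 3 SD, cutoff fixed separately per campaign, cut at about 7.5% in these data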;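 also: 0% = DMSO wells and 100% = 10 µM SAHA wells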
DAX1 inh-1 – blocks DAX1 repression of SF-1 activated StAR promoter; HEK293T StAR-luciferase reporter, SF-1/DAX-1 repression relief; inhibition, % at 6.8 µM; 370,000 tested, 1.1% active; AID 652010;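 active = inhibition above the mean over all tested compounds plus 3 SD, cut at about 3.6% in these data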;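 also: 0% = DAX-1 cells with DMSO and 100% = cells lacking DAX-1 with DMSO; higher inhibition means more luminescence from relief of DAX-1 repression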
hcDAF12 agonist – H. contortus DAF-12 activation, primary screen; activation, % at 6.8 µM; HEK293 hcDAF-12 lit1-tk-luc reporter, luminescence; 0% DMSO, 100% Δ7-dafachronic acid; 370,000 tested, 1.4% active;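 active = activation above the mean of all tested compounds plus 3 SD, cut at about 5.5% in these data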;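 also: 100% = response to 3 µM Δ7-dafachronic acid high control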
DAX1 inh-2 – inhibitors of human orphan nuclear receptor DAX1 (NR0B1); inhibition, % at 6.75 µM; AID 504766; HEK293 Gal4-DAX1 luciferase reporter, luminescence; P51843; 340,000 tested, 0.99% active;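 active = inhibition above the mean over all tested compounds plus 3 SD, cut at about 4.2% in these data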;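 also: 0% = DAX1-transfected cells with DMSO and 100% = empty-vector control cells with DMSO; inhibition shows as a rise in luminescence from relieved DAX1 repression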
Target sequence (P51843 207-470 limits assumed): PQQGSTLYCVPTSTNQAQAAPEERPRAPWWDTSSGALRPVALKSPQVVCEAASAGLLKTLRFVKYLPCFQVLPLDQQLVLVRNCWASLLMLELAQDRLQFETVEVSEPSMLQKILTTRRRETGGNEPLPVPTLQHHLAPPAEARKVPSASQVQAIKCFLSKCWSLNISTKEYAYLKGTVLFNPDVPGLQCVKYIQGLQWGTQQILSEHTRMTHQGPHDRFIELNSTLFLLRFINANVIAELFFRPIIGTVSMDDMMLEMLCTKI
GC-A act – GC-A (human) enzyme activation; activation, % at 10 µM; HEK293 GC-A cells, cGMP TR-FRET, EC30 ANP; 0% at EC30 ANP, 100% saturating ANP; P16066; 370,000 tested, 0.14% active; in the data active = activation above about 40%
ADAM17 inh – inhibits human ADAM17 | P78536 | recombinant ADAM17, EDANS/DABCYL FRET peptide cleavage | inhibition, % at 6.95 µM | 370,000 tested, 0.83% active | AID 720648;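 active = inhibition above the mean of compounds lying between control limits plus 3 SD, set per campaign, cut at about 8.5% in these data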;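 also: 0% = DMSO-only wells as the low control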
PG9 Ab binder – small molecules binding HIV-1 gp120 antibody PG9 | TR-FRET gp120-PG9 antibody binding | inhibition, % at 6.7 µM | 360,000 tested, 0.43% active; in the data active = inhibition above about 8.5%
ssDAF12 agonist – activates DAF-12 receptor from parasite S. stercoralis. 370,000 tested, 1% active. HEK293 ssDAF-12/GRIP1 lit1-tk-luc reporter, luminescence; % of 3 µM dafachronic acid response. activation, % at 6.8 µM. AID 652126;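 active = activation above the mean over all tested compounds plus 3 SD, cut at about 0.9% in these data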;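 also: 0% = DMSO-only wells and 100% = 3 µM delta7-dafachronic acid wells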
ADAM10 inh – inhibits human ADAM10. O14672. recombinant ADAM10, EDANS/DABCYL FRET peptide cleavage, 3 h. inhibition, % at 7 µM. 370,000 tested, 0.62% active;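 active = inhibition above a per-campaign cutoff equal to the mean of compounds falling between control-based bounds plus 3 SD, cut at about 20% in these data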;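 also: 0% = DMSO wells while the 100% control is not disclosed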
Target sequence (O14672 214-748 limits assumed): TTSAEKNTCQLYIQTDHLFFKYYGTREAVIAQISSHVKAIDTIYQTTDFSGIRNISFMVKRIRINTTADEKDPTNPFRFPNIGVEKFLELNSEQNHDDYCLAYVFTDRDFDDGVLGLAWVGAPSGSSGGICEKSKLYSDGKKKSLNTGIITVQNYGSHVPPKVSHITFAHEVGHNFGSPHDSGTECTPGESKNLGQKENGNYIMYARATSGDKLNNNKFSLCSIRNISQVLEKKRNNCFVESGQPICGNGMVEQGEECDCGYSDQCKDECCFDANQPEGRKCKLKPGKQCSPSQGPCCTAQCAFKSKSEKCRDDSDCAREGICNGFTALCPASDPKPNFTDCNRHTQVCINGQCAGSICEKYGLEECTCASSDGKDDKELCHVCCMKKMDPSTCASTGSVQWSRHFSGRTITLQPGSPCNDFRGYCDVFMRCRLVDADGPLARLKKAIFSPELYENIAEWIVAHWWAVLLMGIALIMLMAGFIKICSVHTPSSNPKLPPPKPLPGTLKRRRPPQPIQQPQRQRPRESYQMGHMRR
hgDAF-12 ag – activates the H. glycines DAF-12 receptor ligand-binding domain; HEK293 GAL4-hgDAF12 UAS-luciferase reporter, agonist luminescence; normalized to butyrate control; 370,000 tested, 1.8% active; AID 687014; activation, % at 6.8 µM;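 active = activation above a cutoff set at the mean of all screened compounds plus 3 SD, cut at about 10% in these data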;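 also: 0% = DMSO wells and 100% = sodium butyrate wells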
An asterisk follows results filed as active; i = inactive; . = not tested or not shown.

SMILES	SMARCA2 activ	FXN GAA850 act	DAX1 inh-1	hcDAF12 agonist	DAX1 inh-2	GC-A act	ADAM17 inh	PG9 Ab binder	ssDAF12 agonist	ADAM10 inh	hgDAF-12 ag
Cc1ccc(C)c(N2CCN(C(=O)CCS(=O)(=O)c3ccc4c(c3)oc(=O)n4C)CC2)c1	-3.8	-1.4	-0.3	-1.8	-0.8	0.1	1.5	-0.3	-1.3	1.7	-2.7
CCC(=O)NCCc1nc(-c2ccccc2)no1	3.4	-0.7	0.1	0.5	0.6	0.7	1.0	-0.1	-0.9	8.1	-0.3
Cc1ccc(N(C)S(=O)(=O)c2ccc(-c3cc(C)no3)s2)cc1	0.7	-4.6	-4.6	0.7	-0.7	0.2	0.7	-1.1	-1.4	16.5	-0.3
Cc1cc(C)cc(NS(=O)(=O)c2ccc(NC(=O)C3CCCCC3C(=O)O)cc2)c1 (centres undefined)	0.8	-2.5	-0.4	-1.2	0.8	-1.4	0.7	-2.1	-0.5	-3.7	-1.3
Cc1ccnc2nc(C(=O)N3CCN(c4ccc(F)cc4)CC3)nn12	0.7	-0.9	0.2	-1.1	-0.9	2.1	-0.6	-1.9	-1.0	-1.1	2.0
Cc1cc2nc(-c3ccc(=O)[nH]c3)n(Cc3ccccc3)c2cc1C	-2.0	0.0	0.0	1.5	1.3	-0.3	-18.3	-1.0	-0.8	-39.3	-1.2
CCN1/C(=C2/OC(=S)N(C)C2=O)Sc2ccccc21	-1.7	-1.3	-0.3	0.3	-0.9	-3.8	-0.6	0.1	-1.2	-4.9	-1.3
Cc1nc2ccc(C(=O)O)cc2c2c1CC(CN)O2 (centres undefined)	0.1	3.2	0.2	-0.3	0.2	0.9	-3.3	-0.7	-1.4	1.1	0.6
O=C(Nc1nc2ccccc2[nH]1)C1CC(=O)N(c2ccc3c(c2)OCCO3)C1 (centres undefined)	-3.2	-7.2	-1.4	0.3	0.0	3.1	-3.0	1.5	-1.3	5.8	-3.4
COC(=O)C1CCN(C(=O)CN2C(=O)c3ccccc3S2(=O)=O)CC1	3.4	-1.3	1.7	0.8	2.0	-0.6	-4.6	0.5	-0.2	-7.3	6.2
CC(CNC(=O)[C@@H](Cc1ccccc1)NC(=O)[C@H]1O[C@@H](n2ccc(=O)[nH]c2=O)[C@H](O)[C@@H]1O)c1ccccc1 (some centres undefined)	0.2	.	0.1	-0.8	.	1.1	-2.3	-0.9	-1.5	-5.0	0.9
COc1cccc(C(NC(C)=O)c2nc(-c3csc4ccccc34)cs2)c1 (centres undefined)	-2.2	0.1	0.3	-2.1	.	-2.0	2.6	-0.3	-1.2	8.3	-2.1
C=CCC(=O)N1CCCC(CO)(Cc2ccc(F)cc2F)C1 (centres undefined)	0.9	1.1	0.1	-0.1	1.1	0.7	-3.4	-3.1	-1.6	1.7	0.9
Cc1[nH]c2ccccc2c1CC(=O)Nc1ccc(Nc2cccnc2)c(-c2cccc(Cl)c2)c1	-1.5	.	-1.0	1.0	.	-3.0	-1.1	0.1	-1.7	-6.0	-1.2
O=C(c1ccc(-c2ccccc2Cl)o1)N1CCN(c2ccccc2O)CC1	-2.3	4.2	0.5	4.2	0.9	1.5	0.6	0.1	-0.2	12.1	0.7
CCCCN(C(=O)CC1CCCC1)c1c(N)n(CC(C)C)c(=O)[nH]c1=O	3.4	0.9	-0.8	-0.8	1.1	0.6	-0.8	0.2	-0.7	-5.8	0.7
COCCOC(=O)c1c(N)n(CCCN2CCOCC2)c2nc3ccccc3nc12	-3.2	1.9	0.4	-0.1	0.3	0.4	i	0.0	-0.7	i	1.6
COc1ccc(CCN2CC(C(=O)OCC(=O)NC(Cc3ccccc3)C(C)=O)CC2=O)cc1OC (centres undefined)	-2.2	2.2	1.5	0.2	0.7	-2.2	3.9	-0.5	-0.9	0.4	2.3
COc1cc(/C=C2\CCn3c2nc2cc(C(=O)O)ccc2c3=O)ccc1OC(F)F	-2.3	1.2	-0.4	0.2	0.1	1.8	-23.4	-4.2	-1.4	-27.0	0.5
COc1ccc2c(-c3ccccc3)cc(N3CCOCC3)nc2c1	2.3	-0.6	0.1	-1.6	0.9	-15.5	-88.3	0.4	-1.3	-295.5	-1.0

Among those listed so far, five contain a halogen:
SMILES	SMARCA2 activ	FXN GAA850 act	DAX1 inh-1	hcDAF12 agonist	DAX1 inh-2	GC-A act	ADAM17 inh	PG9 Ab binder	ssDAF12 agonist	ADAM10 inh	hgDAF-12 ag
Cc1ccnc2nc(C(=O)N3CCN(c4ccc(F)cc4)CC3)nn12	0.7	-0.9	0.2	-1.1	-0.9	2.1	-0.6	-1.9	-1.0	-1.1	2.0
C=CCC(=O)N1CCCC(CO)(Cc2ccc(F)cc2F)C1 (centres undefined)	0.9	1.1	0.1	-0.1	1.1	0.7	-3.4	-3.1	-1.6	1.7	0.9
Cc1[nH]c2ccccc2c1CC(=O)Nc1ccc(Nc2cccnc2)c(-c2cccc(Cl)c2)c1	-1.5	.	-1.0	1.0	.	-3.0	-1.1	0.1	-1.7	-6.0	-1.2
O=C(c1ccc(-c2ccccc2Cl)o1)N1CCN(c2ccccc2O)CC1	-2.3	4.2	0.5	4.2	0.9	1.5	0.6	0.1	-0.2	12.1	0.7
COc1cc(/C=C2\CCn3c2nc2cc(C(=O)O)ccc2c3=O)ccc1OC(F)F	-2.3	1.2	-0.4	0.2	0.1	1.8	-23.4	-4.2	-1.4	-27.0	0.5

(list continues)
SMILES	SMARCA2 activ	FXN GAA850 act	DAX1 inh-1	hcDAF12 agonist	DAX1 inh-2	GC-A act	ADAM17 inh	PG9 Ab binder	ssDAF12 agonist	ADAM10 inh	hgDAF-12 ag
COc1ccc(CCN(Cc2cccs2)S(=O)(=O)c2ccc(-n3cnnn3)c(OC)c2)cc1OC	-1.2	0.3	-1.0	-2.0	1.9	-5.4	-3.8	1.0	-2.0	3.2	-3.0
O=C1CC(c2ccccc2Cl)CC(O)=C1C=NCCCO (centres undefined)	-2.6	1.0	0.1	-1.6	1.6	0.3	3.5	-4.9	-0.4	-1.9	-2.2
C/C(=N\NC(=O)C1CC1)c1cccs1	1.4	2.9	0.6	3.1	-0.5	1.5	-2.4	-0.7	-1.1	-5.3	-1.3
CCn1ccnc1CNC(=O)C1CCC(=O)N(Cc2cccc(C(F)(F)F)c2)C1 (centres undefined)	6.3	1.4	-0.3	1.6	0.7	1.7	-1.2	-2.5	-0.9	0.0	-0.8
N#CN1CCC(NS(=O)(=O)c2ccc(F)cc2)C1 (centres undefined)	.	.	.	4.6	.	-0.6	-0.5	.	-1.3	-1.1	-0.8
Cc1cc(NC(=O)CSc2nnc(-c3ccccc3F)n2C)no1	-3.8	-0.1	-0.6	-1.1	0.0	3.7	-4.7	-0.3	-0.9	-8.3	-1.7
O=C(N/N=C/c1cc2ccccc2nc1Cl)[C@H]1C[C@@H]1c1ccccc1	-1.9	1.0	-0.7	3.8	-0.4	-15.5	-6.8	0.1	-0.9	-23.5	2.9
CCOC(=O)N1CCN(S(=O)(=O)c2ccc(OC)c(OC)c2)CC1	-2.5	3.4	-0.6	-0.3	-0.1	-0.8	0.2	-3.6	-0.4	-1.2	0.5
Cc1cc(C(=O)O)sc1C	-1.1	-0.4	-0.8	-2.0	1.5	-2.4	-0.6	-1.8	-1.1	4.5	-0.4
CC(CCc1ccccc1)NC(=O)CCNS(=O)(=O)c1ccccc1 (centres undefined)	-2.6	-0.2	1.4	-0.8	-0.5	-2.2	-0.2	1.5	-0.9	7.9	-1.5
COc1ccc(NC(=O)CN2CCN(CC(=O)Nc3ccccc3F)CC2)cc1OC	-0.1	1.1	-0.6	1.2	0.0	-0.2	-3.3	-0.4	-0.8	10.8	-2.2
Cc1snc2sc(C(=O)c3ccc(Br)cc3)c(N)c12	3.8	2.1	1.2	1.4	1.4	2.1	-1.3	-0.4	-0.8	0.6	5.0
COC(=O)c1c[nH]c(=O)c2ccccc12	-1.1	0.7	-0.7	-1.1	0.2	2.2	-32.4	-2.6	-1.0	-98.2	0.2
Cn1cnc(S(=O)(=O)N2CCN(c3ccc(F)cc3)CC2)c1	0.3	0.1	0.1	-1.7	.	0.0	-3.1	0.1	-2.0	2.7	-0.5
O=C(NCc1ccc(-c2nc3ccccc3s2)cc1)c1ccc(Br)o1	-3.5	-3.9	0.1	-0.6	1.2	-0.3	2.1	-5.3	-0.7	-7.2	2.0
O=C(/C=C/c1cccc([N+](=O)[O-])c1)OCC(=O)c1ccccc1	-0.7	1.0	0.1	-0.1	-0.5	4.9	-2.4	0.7	-1.3	-10.9	1.5
Cc1nc(-c2cccc(NC(=O)COc3ccc(Cl)cc3)c2)cs1	2.1	2.5	-1.4	-2.9	-0.4	4.8	4.0	-2.2	-0.9	10.6	2.7
C#CCOc1c(Cl)cc(/C=C2/C(=O)ON=C2C)cc1OC	-1.8	2.3	0.2	1.4	1.6	16.0	-3.9	1.4	-1.7	-5.7	-0.8
COc1ccc(OCC(=O)N/N=C/c2cccc3cccnc23)cc1	-1.8	-0.5	-0.6	0.3	-0.3	0.5	-3.0	-2.1	-0.5	0.2	0.4
Cc1ccc(Cl)cc1NC(=O)C1COc2ccccc2O1 (centres undefined)	0.3	3.1	0.2	-0.6	1.6	-20.1	-1.1	0.1	-1.4	-2.8	0.1
CCn1c(CNC(=O)c2ccc(Cl)cc2)nnc1SCC(=O)NC1=NCCS1	1.9	0.8	0.3	-0.9	-0.3	2.3	-2.5	-0.1	-0.7	-8.3	-0.7
CCOC(=O)/C(=N\Nc1ccccc1)c1csc(Nc2ccc(C)cc2)n1	-0.9	4.5	-0.4	-2.1	-1.9	-0.9	-7.7	1.0	-0.8	-8.3	-3.7
Cc1ccc(C(=O)NCCNC(=O)CN2CCCC2)cc1	4.8	-1.7	0.3	0.6	0.8	-1.1	-4.4	1.2	-1.1	-6.0	-0.5
CCOC(=O)N1CCN(C(=O)CSc2ncccn2)CC1	6.5	-1.0	1.0	0.1	1.6	1.9	2.2	0.2	-1.6	5.8	0.8
COc1ccc(NS(=O)(=O)c2cccc(C(=O)NNC(=O)c3ccccc3O)c2)cc1	-1.0	1.5	2.8	1.1	-0.6	-0.5	-1.4	-1.2	-0.4	0.7	0.8
C[C@@H]1ON(C)[C@H]2C[C@H]3c4[nH]c5cccc(-c6ccc7c(c6)OCO7)c5c4CCN3C(=O)[C@@H]12	2.8	.	-0.6	-1.4	.	3.5	-43.6	0.3	-1.2	-154.0	-2.1
